GLP1R inv ag = GLP-1 receptor (human) inverse agonism | P43220 | HEK293 GLP-1R CRE-luciferase, luminescence, 24 h; GLP-1R form is constitutively active | Potency, µM (doses to about 38.3 µM), for the others: top-dose activity change, negative = inhibition, hits mostly inhibitors | 410,000 compounds, 1.6% hits | AID 624417; further: potency means the concentration at half of the fitted maximal effect; on the % scale 0 is the no-effect control and ±100 the full control effect; nearly all actives have a fitted effect of over 55% in size
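Luminescence readout: a drop in cAMP-driven luciferase signal flags inverse agonism at a constitutively active GLP-1R stably expressed in HEK293. Compound exposure lasted 24 hr at 37 deg C, 5% CO2.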
KB-V1 MDR tox = kills drug-selected multidrug resistant KB-V1 cells. Potency, µM (highest dose often 46.1 µM), for the others: at the top dose activity change, negative = cytotoxicity, actives largely listed as cytotoxic. AID 1347076. 400,000 compounds, 3.4% hits. KB-V1 MDR cells viability, CellTiter-Glo, 72 h; further: potency means the concentration at half of the fitted maximal effect; on the % scale 0 is the no-effect control and ±100 the full control effect; nearly all actives have a fitted effect of over 60% in size
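KB-V1 MDR subline cells in DMEM (phenol-red free, 10% FBS) exposed to compounds in qHTS concentration series for 72 h at 37 degrees C. Viability read by CellTiter-Glo luminescence; concentration-effect curves fitted after normalization and correction.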
DRD3 agonist = D3 dopamine receptor (human) agonism; P35462; D3R DiscoveRx beta-arrestin cells, luminescence, 90 min; max activation, %; 410,000 compounds, 0.58% hits; AID 652048; in the data active means max activation above about 30%; further: 0% is about no effect; mostly tested at two doses, the higher about 12 µM
Target sequence (P35462 whole entry, looked up): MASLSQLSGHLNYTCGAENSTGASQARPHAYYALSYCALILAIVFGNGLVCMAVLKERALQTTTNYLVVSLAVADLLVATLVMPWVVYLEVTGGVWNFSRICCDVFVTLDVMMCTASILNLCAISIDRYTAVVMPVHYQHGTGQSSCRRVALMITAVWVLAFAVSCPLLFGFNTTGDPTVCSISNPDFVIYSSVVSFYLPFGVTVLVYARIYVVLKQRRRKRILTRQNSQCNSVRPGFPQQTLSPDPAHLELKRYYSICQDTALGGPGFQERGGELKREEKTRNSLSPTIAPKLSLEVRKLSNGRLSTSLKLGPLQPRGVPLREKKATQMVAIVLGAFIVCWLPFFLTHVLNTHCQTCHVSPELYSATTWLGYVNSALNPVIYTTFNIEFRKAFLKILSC
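Cells at 1500/well, incubated overnight, then treated with pinned compounds (dopamine as control) for 90 min at 37 degrees C. DiscoveRx reagent added for 30 - 60 minutes at room temperature; luminescence read.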
TDP-43 yeast inh = TDP-43 toxicity inhibition in yeast. TDP-43 expressing yeast growth rescue, BacTiter-Glo, 24 h. Potency, µM (top dose mostly 46.1 µM), for the others: at the highest dose growth rescue (activation), actives largely listed as activators. 410,000 compounds, 1.8% hits; further: potency means the concentration at half of the fitted maximal effect; % of control where 0% means no effect; nearly all actives have a fitted effect of over 50% in size
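Cell-based yeast growth screen: TDP-43 expression induced in galactose, inoculum OD600=0.02 after raffinose pregrowth to mid-log. Read-out BacTiter-Glo luminescence at 24 hr, 30 deg C; inhibition of toxicity seen as signal increase.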
GLP1R cytotox = cytotoxicity in counter-screen for GLP-1R inverse agonists; HEK293 cAMP-luciferase reporter cells, luminescence, 24 h; Potency, µM (doses to about 38.3 µM), without a hit: at the top dose activity change, negative = inhibition, actives largely listed as inhibitors; 410,000 compounds, 0.13% hits;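 further: loss of luciferase light is scored as toxicity; potency means the concentration at half of the fitted maximal effect; on the % scale 0 is the no-effect control and ±100 the full control effect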
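1536-well qHTS counterscreen of the MLSMR; 200 cells/uL, 12 h pre-incubation, 23 nL cpd, 24 h at 37 deg C 5% CO2, luciferase detection reagent, 12 min RT, luminescence. Inhibition = undesired.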
GLP1R ag = GLP-1 receptor (human) agonism | HEK293 GLP-1R CRE-luciferase, luminescence, 4-6 h; cells express a hypersensitive GLP-1R form | P43220 | AID 624172 | Potency, µM (series often up to 45.6 µM), without a hit: at the top dose activation, actives largely listed as activators | 380,000 compounds, 0.007% hits; further: potency means the concentration at half of the fitted maximal effect; % of control where 0% means no effect
PTHR1 agonist = PTHR1 (human) receptor agonism; HEK293 GP2 PTHR1 cells, GloSensor cAMP luminescence, 1 h; Q03431; 410,000 compounds, 0.075% hits; Potency, µM (highest dose often 115 µM), inactives show top-dose activation, most hits filed as activators; further: potency means the concentration at half of the fitted maximal effect; nearly all actives have a fitted effect of over 55% in size; some results filed as inactive show a strong effect at the top dose; inactives centre near -15; many of its hits are not listed in these tables
Target sequence (Q03431 whole entry, looked up): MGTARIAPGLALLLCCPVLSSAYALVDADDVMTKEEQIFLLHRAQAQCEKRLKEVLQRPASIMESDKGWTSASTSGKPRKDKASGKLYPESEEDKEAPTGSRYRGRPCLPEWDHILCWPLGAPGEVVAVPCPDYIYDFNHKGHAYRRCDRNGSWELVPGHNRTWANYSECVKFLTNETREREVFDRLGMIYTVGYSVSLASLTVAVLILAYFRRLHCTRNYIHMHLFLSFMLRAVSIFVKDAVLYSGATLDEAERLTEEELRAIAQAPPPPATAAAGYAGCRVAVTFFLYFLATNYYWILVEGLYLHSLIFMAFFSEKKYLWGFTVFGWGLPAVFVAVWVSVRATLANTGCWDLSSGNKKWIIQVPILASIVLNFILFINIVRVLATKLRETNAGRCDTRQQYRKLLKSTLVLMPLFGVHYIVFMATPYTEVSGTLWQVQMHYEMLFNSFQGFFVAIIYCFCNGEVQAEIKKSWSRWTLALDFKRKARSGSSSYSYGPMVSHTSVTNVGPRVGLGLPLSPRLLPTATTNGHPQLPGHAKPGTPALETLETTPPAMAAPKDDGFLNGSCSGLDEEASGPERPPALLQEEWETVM
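HEK-293-derived GP2 cells expressing PTHR1 and a GloSensor cAMP reporter, 3,000/well, plated overnight, given luciferin plus IBMX (each 0.5 mM as added) for 1 h at 37 °C, then compound for 1 h at 37 °C. Luminescence was read after 15 min at room temperature.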
aSyn rescue = rescues yeast growth from alpha-synuclein toxicity; Yeast expressing alpha-synuclein, growth rescue, BacTiter-Glo, 24 h; Potency, µM (doses to about 46.1 µM), without a hit: at the highest dose growth rescue (activation), actives largely listed as activators; 370,000 compounds, 0.14% hits; AID 652106; further: potency means the concentration at half of the fitted maximal effect; % of control where 0% means no effect; nearly all actives have a fitted effect of over 65% in size
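Readout is rescue of growth in alpha-synuclein-expressing yeast, so inhibitors of toxicity appear as activators. Growth after 24 hr at 30 deg C in galactose medium is quantified by luminescence.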
DRD3 antagonist = D3 dopamine receptor (human) antagonism; max response, negative = inhibition, %; P35462; AID 652054; D3R cells, DiscoveRx beta-arrestin luminescence, antagonist mode; hits give low values; 360,000 compounds, 2.5% hits; in the data active means max response below about -50%; inconclusive means no clear call, values can overlap the other calls; further: on the % scale 0 is the no-effect control and ±100 the full control effect; mostly tested at two doses, the higher about 12 µM
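Cells expressing the human receptor were seeded at 1500 cells/well, incubated overnight at 37 degrees C in 5% CO2, then exposed to library compounds with dopamine controls for 90 minutes at 37 degrees C before luminescent detection.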
* marks the source's active call; other numbers are inactive results; i = inactive; u = inconclusive; x = not tested or not shown; & = joins results of further samples; [ ] = dose if it differs, or a comment. Unless noted, the call rests on the fitted dose curve; in most records, active means well fitted curve in the direction sought with a large enough effect; inconclusive means small, poorly fitted or top-dose-only effect, or another doubt; inactive means no such curve, though single readings can be large; an effect the other way counts as inactive or inconclusive. The list is partial; the hit share may differ from the screen's.

SMILES | GLP1R inv ag | KB-V1 MDR tox | DRD3 agonist | TDP-43 yeast inh | GLP1R cytotox | GLP1R ag | PTHR1 agonist | aSyn rescue | DRD3 antagonist
CCn1c(C)nnc1SCC(=O)Nc1ccc(Cl)cc1 | 9% | 7% | 3 | -2% | 0% | -3% | -3% | -10% | 8
O=C(CSc1nnc(-c2c[nH]c3ccccc23)n1CC1CCCO1)Nc1ccc2c(c1)OCCO2 (stereo not drawn) | 2% | 19% | -6 | -14% | 1% | 23% | -8%[57.5 µM] | -5% | 10
Cc1ccc(C)n1-c1ccncc1 | 50%[activator] | 15% | 5 | 1% | -5% | -14% | -8%[57.5 µM] | 4% | 24
Cc1cccc(N2CCN(c3ncnc4c3nc3n4CCCCC3)CC2)c1C | 12% | -9% | 7 | 22µM* | 6% | -1% | -37%[inhibitor] | x | x
Cc1ccc(C(=O)CCC(=O)OCC(=O)NNC(=O)c2ccccc2Cl)cc1 | 8% | 0% | 0 | 9% | 4% | 7% | -23% | 0%[1.84 µM] | 6
COC(=O)c1ccccc1NC1c2ccccc2C(=O)N1c1cccnc1 (stereo not drawn) | -11% | 11% | -6 | -6% | -17% | -1% | -2% | 19% | -13
CC1(C)OC(=O)C(=CSc2ccc(C(C)(C)C)cc2)C(=O)O1 | 2% | 6% | 8 | -13% | -8% | 12% | -11% | 0% | 7
Cc1ccc(Cn2c(-c3ccccc3)nc3ccccc32)cc1 | u | 6% | 0 | 25µM* | 17% | x | -38%[inhibitor] | x | x
Cc1nn(C)c(C)c1S(=O)(=O)N(CC(=O)Nc1ccccn1)c1ccc(C(C)C)cc1 | -13% | 14% | 0 | 0% | 2% | 0% | i | -3% | 9
N#Cc1ccc(Oc2ccc(-c3cnc4ccccc4n3)cc2)cc1C#N | 8% | -2% | 6 | 7% | 2% | -6% | -22% | -2% | 1
C=CCc1cccc2cc(C(=O)OCC)c(=O)oc12 | 12% | u | -6 | 3% | -3% | 16% | -19% | 2% | -20
CCCn1c(N)c(N(CCOC)C(=O)/C=C/c2cccc(Cl)c2)c(=O)[nH]c1=O | -2% | u | -2 | -13% | 2% | -3% | i | -5% | 0
COc1ccc(C)cc1NC(=O)C1CCN(S(=O)(=O)c2ccccc2)CC1 | -5% | u | 2 | 13% | 4% | 0% | -13% | -6% | 0
O=C(Cn1ncc2c(=O)oc3ccccc3c21)NCC1CCCO1 (stereo not drawn) | 16% | -2% | 3 | 0% | -7% | -2% | i | -6% | -1
CCc1nc2ccc(C(=O)N3CCN(c4cccc(OC)c4)CC3)cc2nc1CC | u | -25%&2% | 4&2 | u | -11%&1% | 3% | -27% | 3% | 36
Cc1nc2nc(SCC(=O)NCc3ccccc3)nn2c(C)c1Cc1ccccc1Cl | -7% | u | -12 | -12% | 1% | 1% | -17% | x | x
O=C1NC2(CCCCCC2)C(=O)N1Cc1ccc(Cl)cc1Cl | u | u | -11 | 0% | 15% | 19% | -94%[inhibitor] | -3% | -9
COCCNc1oc(/C=C/c2ccccc2)nc1C#N | 17% | 0% | 4 | u | 31%[activator] | 7% | -2% | 1% | 9
CCOC(=O)CCCCCC(=O)Nc1ccc2c(c1)C(=O)N([C@@H](C)CO)C[C@H](C)[C@H](CN(C)C(=O)NC(C)C)OCCCC[C@H](C)O2 | -11% | -6% | -3 | 17% | -20% | 5% | -28% | 1% | -17
CCC(CC)C(=O)NCc1ccc(OC)cc1 | 4% | 30% | -6 | -9% | -12% | 1% | -14% | 0% | -6
CCN1CCN(C(=O)/C=C/c2ccc(C)o2)CC1 | 6% | u | -3 | 11% | 3% | -12% | -5% | -1% | 0
COc1ccc(OC)c2sc(NC(=O)c3ccc(S(=O)(=O)N4CCOCC4)cc3)nc12 | 5% | 12% | -5 | 0% | 0% | -2% | -13% | -1% | 6
Cc1ccc(NC(=O)COc2coc(CN3CCc4ccccc43)cc2=O)cc1Cl | u | 30% | -7 | -2% | -6% | 5% | -76%[inhibitor] | -1% | -21
O=C(Nc1cccc([N+](=O)[O-])c1)c1cc2ccccc2cc1O | u | u | -7 | 3% | -25% | -3% | -32%[inhibitor] | -6% | -2
CSc1ncc(C(=O)N2CCN(c3cccc(Cl)c3)CC2)c(C)n1 | 10% | -20% | -2 | 28% | 23% | x | -15% | x | x
COc1ccc(NC(=O)C2CCN(S(=O)(=O)c3c(C)noc3/C=C/c3ccco3)CC2)cc1 | -10% | x | -9 | -14% | -1% | x | -29% | x | x
O=C(CCC(=O)N1CC2CCCN2c2ccccc21)NCc1ccccc1F (stereo not drawn) | -15% | -20% | -24 | 18% | -29% | x | i | x | x
CCc1c(C(=O)N/N=C/c2ccc(OCc3ccc(F)cc3)c(OC)c2)nnn1-c1nonc1N | -29% | u | 24 | -6% | -4% | 8% | -12% | 1% | 43
CN(CC(=O)Nc1ccc(N2CCOCC2)cc1)C(=O)CSc1ccc(Br)cc1 | 17% | -19% | 20 | -2% | 28% | 4% | -40%[inhibitor] | -3% | 1
COc1ccccc1NC(=O)COC(=O)C1CC2CCCC(C1)C2=O (stereo not drawn) | -24% | 0% | -7 | 2% | -9% | 11% | -6% | 6% | 2
Cc1nn2c(=O)cc(COC(=O)c3cccc(NC(=O)c4cccs4)c3)nc2s1 | u | x | 9 | 0% | -22% | x | i | x | x
CCc1ccc(CNC(=O)c2ccc(Cn3c(=O)c4cccn4c4cccnc43)cc2)cc1 | 11% | 15% | -2 | 13% | 4% | x | -18% | x | x
CN(C)C=Nc1c(Br)cc(Br)c2nonc12 | 23% | 14% | 13 | 0% | 308%[activator] | -10% | i | 1% | 30
Cc1ccc2occ(C3N[C@H](C(=O)O)CS3)c(=O)c2c1 (stereo partly drawn) | -11% | -28% | -5 | -19% | 30% | -12% | -1%[57.5 µM] | 1% | -6
N=c1c(S(=O)(=O)c2ccc(Cl)cc2)cc2c(=O)n3ccccc3nc2n1CC1CCCO1 (stereo not drawn) | 3% | 23% | 7 | 5% | 4% | 0% | -41%[inhibitor] | -2% | -5
Cc1cc(NC(=O)COC(=O)C2CC(=O)N(c3cccc(Cl)c3)C2)no1 (stereo not drawn) | 8% | 22% | -5 | -1% | -9% | 1% | i | 1% | 1
COc1ccc2c(c1)c(/C=N/Nc1ccc(C(=O)O)cc1)c(C)n2C | -24% | 6% | 5 | 20% | -1% | -3% | -7% | 7% | 22
COc1ccc2c(c1)c(CC(=O)Nc1ccc(C)cc1)c(C)n2C(=O)c1ccc(Cl)cc1 | u | -8% | -3 | -6% | 14% | 1% | -10%[57.5 µM] | -2% | -24
Cc1ccc(N(C(C)C(=O)N2CCCC2)S(C)(=O)=O)cc1 (stereo not drawn) | -2% | -5% | -2 | -8%[1.82 µM] | -13% | 17% | i | 4% | 20
COc1ccc(CCn2c(-c3ccc(C(C)(C)C)cc3)n[nH]c2=S)cc1OC | -15% | u | -8 | 21% | 21% | 21% | -14% | -5% | -20

Part of the list above with just GLP1R ag and KB-V1 MDR tox.
smiles	GLP1R ag	KB-V1 MDR tox
CN(C)C=Nc1c(Br)cc(Br)c2nonc12	-10%	14%
Cc1ccc2occ(C3N[C@H](C(=O)O)CS3)c(=O)c2c1 (stereo partly drawn)	-12%	-28%

More structures follow.
SMILES | GLP1R inv ag | KB-V1 MDR tox | DRD3 agonist | TDP-43 yeast inh | GLP1R cytotox | GLP1R ag | PTHR1 agonist | aSyn rescue | DRD3 antagonist
CC(=O)NS(=O)(=O)c1ccc(NC(=S)Nc2ccccc2)cc1 | 13% | 12% | -2 | 11% | -4% | 2% | i | -1% | 0
O=C(OCc1ccccc1)N1CCC2CC1c1cc(N3CCNCC3)ccc12 (stereo not drawn) | u | -23% | -10 | 27% | 2% | 28% | -33% | 0% | -15
O=c1[nH]c(/C(Cl)=C/c2cccc(F)c2)nc2cc(C(F)(F)F)ccc12 | 5% | -2% | 6 | u | 25% | -1% | -31% | -3% | 2
CNC(=O)COC(=O)c1ccccc1Nc1ccccc1 | -1%[0.307 µM] | 0% | -8 | -6% | 2%[0.307 µM] | u | -3% | -6% | -1
O=S(=O)(c1ccc(Oc2ccccc2)cc1)N1CCOCC1 | u | -12% | 2 | 8% | 15% | 11% | u | 3% | -22
C[C@@H]1O[C@@H](OCCC(=O)O)[C@H](O)C[C@H]1O | 1% | -13% | -10 | -7% | 10% | -11% | 13% | 3% | 9
CCC1(C(=O)O)NC(c2cccc(OC)c2O)C2C(=O)N(c3ccccc3)C(=O)C21 (stereo not drawn) | 13% | 0% | -9 | 0% | -8% | 12% | -5% | -3% | -5
O=C(Nc1ccccn1)c1ccc2c(c1)S(=O)(=O)c1ccccc1C2=O | 4% | 5% | -6 | 10% | -1% | 0% | -24% | 1% | 8
COc1ccc(S(=O)(=O)N2CC(C)OC(C)C2)cc1C(=O)N1CCCCC1 (stereo not drawn) | 7% | x | 13 | 8% | 0% | -1% | i | 3% | -4
CC(C)CC1C(C#N)=C(N)OC2=C1C(=O)CC(c1ccccc1)C2 (stereo not drawn) | -7% | 28% | -16 | 7% | 15% | 3% | -33%[inhibitor] | 21% | -63*
CCOc1ccc(OCCOC(=O)C2CCN(S(=O)(=O)c3ccc(C)c(C)c3)CC2)cc1 | 0% | 0% | -4 | 16% | 11% | 2% | -34%[inhibitor] | 5% | -13
Cc1ccc(Cl)cc1NC(=O)N[C@@H](C)C(=O)O | 1% | 22% | 0 | 10% | -3% | -7% | i | 0% | 11
COc1ccccc1NC(=O)NCCCCc1ccccc1 | u | 0% | 0 | 12% | -5% | -1% | -4% | -2% | -16

High-throughput results (PubChem BioAssay)
